# ARFGAP1 inh – inhibits rat ARF GTPase activating protein 1; actives 0.26% (n = 360,000); Arfgap1-stimulated ARF1 GTP hydrolysis, GDP FP detection; Q62848; inhibition, % at 16.5 µM;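 active = inhibition above a per-plate limit, mean inhibition of low control wells plus 3 SD, cut at about 25% in these data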;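 also: 0% = DMSO wells with enzyme and 100% = wells lacking Arfgap1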
#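 material = rat Arfgap1 catalytic domain, aa 1-136 | also added = human ARF1(Δ1-17)-GTP substrate | compound dosing = one concentration, 16.5 µM, DMSO 1.26% | times = GTP hydrolysis reaction 2 h at 25 °C | measured by = FP, GDP Alexa 633 tracer displaced from anti-GDP antibody, 620/688 nm | evaluation = percent inhibition of Arfgap1-stimulated GTP hydrolysis | replication = single well per compound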
# SIAE primary – blocks human sialic acid acetylesterase; SIAE FP-Rh probe binding, fluorescence polarization; actives 0.69% (n = 370,000); Q9HAT2; inhibition, % at 9.66 µM;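 active = inhibition above a cutoff: mean of compounds within the control limits plus 3 SD of those, cut at about 17% in these data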;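 also: 0% = plate median of compound wells and 100% = probe without SIAE protein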
# TDP2 absorb – TDP2 (human) inhibition, absorbance primary screen | actives 0.34% (n = 370,000) | AID 720702 | inhibition, % at 12.8 µM | recombinant TDP2, T5PNP hydrolysis, p-nitrophenol absorbance 415 nm;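 active = inhibition above the mean of all tested compounds plus 3 SD, set per campaign, cut at about 25% in these data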;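 also: 0% = DMSO with enzyme and 100% = buffer with substrate but no TDP2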
#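 Assay system: recombinant human TDP2 / Reagent: T5PNP substrate at 5 mM, a TopII-DNA adduct mimic / Measured by: epi absorbance from released p-nitrophenol / Evaluation: % inhibition relative to enzyme-containing and enzyme-free wells / Control set: enzyme-free and DMSO wells / Replicates: each compound tested once, singlicate / Schedule: enzyme reaction with compound for 2 h at 37 °C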
# ADAM10 inh – inhibits human ADAM10; O14672; AID 720582; inhibition, % at 7 µM; recombinant ADAM10, EDANS/DABCYL FRET peptide cleavage, 3 h; actives 0.62% (n = 370,000);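 active = inhibition above a per-campaign cutoff equal to the mean of compounds falling between control-based bounds plus 3 SD, cut at about 20% in these data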;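 also: 0% = DMSO wells while the 100% control is not disclosed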
# Target sequence (O14672 214-748 limits assumed): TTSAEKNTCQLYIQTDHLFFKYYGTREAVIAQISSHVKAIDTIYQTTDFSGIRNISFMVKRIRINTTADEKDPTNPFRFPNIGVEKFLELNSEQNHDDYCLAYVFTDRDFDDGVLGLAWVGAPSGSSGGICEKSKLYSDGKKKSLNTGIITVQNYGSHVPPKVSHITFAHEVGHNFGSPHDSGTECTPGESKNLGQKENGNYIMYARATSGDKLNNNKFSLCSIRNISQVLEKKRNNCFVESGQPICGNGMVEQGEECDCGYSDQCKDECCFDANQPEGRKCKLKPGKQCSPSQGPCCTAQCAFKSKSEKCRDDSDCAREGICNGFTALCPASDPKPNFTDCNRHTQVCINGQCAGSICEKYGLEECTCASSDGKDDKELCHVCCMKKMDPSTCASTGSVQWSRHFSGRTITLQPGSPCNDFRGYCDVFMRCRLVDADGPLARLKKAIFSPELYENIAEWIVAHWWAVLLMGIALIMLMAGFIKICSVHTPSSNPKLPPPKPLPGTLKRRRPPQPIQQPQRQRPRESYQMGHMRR
# DDE Tn7 FP inh – inhibitors of Tn7 peptide binding to human fibrin DD(E) | AID 720508 | FP displacement of FITC-Tn7 peptide from fibrin DD(E); 0% = median of compound wells per plate | P02675 | inhibition, % at 8.3 µM | actives 0.13% (n = 370,000);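 active = inhibition above the mean of compounds falling within the control limits plus 3 SD of them, cut at about 14% in these data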;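 also: 0% = plate median of compound wells and 100% = 10 µM Aha-Tn7 peptide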
# Target sequence (P02675 whole entry, looked up): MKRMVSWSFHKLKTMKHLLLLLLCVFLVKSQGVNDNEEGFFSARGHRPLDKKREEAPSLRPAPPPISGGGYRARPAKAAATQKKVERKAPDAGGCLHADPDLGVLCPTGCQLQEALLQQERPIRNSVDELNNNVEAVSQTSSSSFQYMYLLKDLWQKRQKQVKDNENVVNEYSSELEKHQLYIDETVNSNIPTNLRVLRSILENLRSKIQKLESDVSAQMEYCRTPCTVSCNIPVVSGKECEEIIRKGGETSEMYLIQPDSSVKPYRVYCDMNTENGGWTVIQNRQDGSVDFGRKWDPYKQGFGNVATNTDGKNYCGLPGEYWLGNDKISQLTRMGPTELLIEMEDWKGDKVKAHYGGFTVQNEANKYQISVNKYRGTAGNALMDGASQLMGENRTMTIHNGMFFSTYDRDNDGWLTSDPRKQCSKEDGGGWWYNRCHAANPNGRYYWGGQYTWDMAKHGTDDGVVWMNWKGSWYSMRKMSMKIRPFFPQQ
#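 Assay system: Fibrin-DD(E) protein isolated from polymerized human fibrin clots; read-out basis: percent inhibition; medium: Tris/NaCl/CaCl2 buffer, pH 7.8; signal: FP measurement; incubation: 10 min plus 3 h, room temperature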
# ASAP1 inh – ASAP1 ArfGAP inhibition | actives 0.19% (n = 360,000) | inhibition, % at 16.5 µM | ASAP1-stimulated ARF1 GTP hydrolysis, GDP FP detection | Q9ULH1; in the data active = inhibition above about 25%;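 also: 0% = vehicle with enzyme and substrate and 100% = no enzyme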
# PLCg1 inh – inhibitors of human phospholipase C gamma1 | purified PLC-gamma1, fluorogenic substrate, fluorescence | actives 0.84% (n = 370,000) | inhibition, % at 12.2 µM | AID 720700; in the data active = inhibition above about 9.5%
# PLC-beta3 inh – blocks human PLC-beta3 enzyme activity | Q01970 | Purified PLC-beta3, fluorogenic substrate, fluorescence | inhibition, % at 12.2 µM | actives 0.18% (n = 370,000); in the data active = inhibition above about 11%;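 also: 0% = median of compound wells on plate and 100% = full blocker control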
# ADAM17 inh – ADAM17 inhibition, QFRET primary screen; actives 0.83% (n = 370,000); inhibition, % at 6.95 µM; P78536; recombinant ADAM17, EDANS/DABCYL FRET peptide cleavage;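 active = inhibition above the mean of compounds lying between control limits plus 3 SD, set per campaign, cut at about 8.5% in these data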;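 also: 0% = DMSO-only wells as the low control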
# DDE Tn6 FP inh – disrupts Tn6 cyclic peptide binding to fibrin D-Dimer-E complex | Fibrin DD(E) TRITC-Tn6 fluorescence polarization displacement | inhibition, % at 8.3 µM | actives 0.21% (n = 370,000);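 active = inhibition above a per-campaign cutoff: mean of compounds within control limits plus 3 SD, cut at about 15% in these data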;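 also: 0% = median of all compound wells on the plate and 100% = blocking peptide control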
# Active calls of the source: *; i = inactive; . = not tested or not shown.
SMILES,ARFGAP1 inh,SIAE primary,TDP2 absorb,ADAM10 inh,DDE Tn7 FP inh,ASAP1 inh,PLCg1 inh,PLC-beta3 inh,ADAM17 inh,DDE Tn6 FP inh
O=C(NCC(=O)N1CCN(Cc2ccc3c(c2)OCO3)CC1)c1ccccc1F,-1,2,0,-3,5,-5,-2,1,-4,2
Nc1ccccc1C(=O)NC(=O)Nc1ccc(Oc2ncc(Br)cn2)c(Cl)c1,-13,-16,8,-51,2,-11,-57,-64,-12,12
N#CCCN(C(=O)CSc1ccc2c(c1)OCCO2)c1ccccc1,-14,5,0,-7,-2,-1,0,3,-6,6
COc1cc(NS(=O)(=O)c2ccc3[nH]c(=O)[nH]c3c2)cc(OC)c1,-7,-6,-4,4,0,-2,2,-5,-1,-3
CC(C)NC1CCC(Nc2ccnc3cc(Cl)ccc23)CC1 (stereo not drawn),11,8,4,-20,4,7,3,4,-7,4
O=C(OCc1ccc([N+](=O)[O-])cc1)c1cc2ccccc2oc1=O,3,0,6,-3,1,-4,2,-6,-5,-5
O=C(NC1CCCC1)C(c1ccc(F)cc1)N(Cc1ccccc1Cl)C(=O)CCl (stereo not drawn),1,10,4,-1,-2,3,-4,6,-2,-4
COCCN(CC(=O)Nc1cccc(C)c1C)C(=O)c1cc2ccccc2cc1OC,9,-10,-10,-24,-5,-6,-9,-16,-11,5
O=C(Cc1ccsc1)N1CCN(S(=O)(=O)c2ccccc2F)CC1,12,10,-7,-4,1,8,1,-7,-4,-6
Fc1ccc(N2CCN(C(=S)NCc3ccco3)CC2)cc1,10,2,4,-8,-4,1,4,0,-1,-6
CCCCc1c(O)nc(SCCN(C)C)n(-c2ccccc2)c1=O,1,3,2,6,1,-6,2,2,-4,4
Cc1onc(C(=O)N2C(C)CCCC2C)c1[N+](=O)[O-] (stereo not drawn),4,2,0,-5,1,12,6,-2,2,-9
CCN(CC)S(=O)(=O)c1cccc2c(N(C)C)cccc12,9,7,-4,-39,3,0,i,i,-8,1
Cc1ccccc1NC(=O)Cc1nc(COC(=O)CCOc2ccccc2)cs1,1,5,-2,-8,11,-3,-4,-11,-5,2
CN(CCCNC(=O)c1ccccc1F)CCCNC(=O)c1ccccc1F,11,-8,-9,1,-4,-3,0,-1,-4,4
CCc1nc2nc(C)cc(C)n2c1Nc1ccc(OC)cc1,-2,11,2,-14,6,6,-5,-4,-13,2
c1ccc(CCc2nc3ccccc3[nH]2)cc1,-15,-3,-1,-2,6,9,0,2,-1,4
CCOC(=O)C1(Cc2ccc(Cl)cc2)CCN(C(=O)C2=NNC(=O)CC2)CC1,-7,6,4,-4,-1,-5,0,-3,-3,0
Cc1nn(C)cc1CN(C)Cc1c(C(=O)N(C)Cc2ccccc2)nc2ccccn12,-10,-5,1,-12,6,-6,-2,-2,-3,8
O=C(CSc1nc2ccccc2n1CC(=O)N1CCCC1)NCc1ccc2c(c1)OCO2,5,-1,4,-3,-6,-8,2,8,-3,7
Cc1ccc(C(OCC(C)(C)C[N+](C)(C)C)c2ccccc2)cc1 (stereo not drawn),-4,-1,-16,8,-45,-10,8,5,1,-19
CCCn1nnc(NC(=S)NC(=O)c2ccc(-c3ccc(Br)cc3)o2)n1,9,-2,4,-40,-7,2,0,-9,-14,0
Cc1cccc(N=NC(=S)NNc2cccc(C)c2)c1,-14,6,-6,-3,0,10,5,4,3,-4
COc1ccc(-c2csc(=NCCO)n2-c2ccccc2)cc1,6,1,-22,8,0,-1,10.0*,-4,-6,-6
Cc1c(Cl)cccc1NC(=O)CSc1nncn1-c1ccccn1,9,-3,-19,-1,-1,16,3,-6,-3,-10
Cc1ccc(S(=O)(=O)N2CCN(C(=O)CN3CCc4ccccc4C3)CC2)cc1,8,-3,9,1,-6,3,1,1,-6,-1
O=C(CNCC1CCCCC1)Nc1cccc(S(=O)(=O)N2CCOCC2)c1,-2,-9,7,-9,-3,11,0,-7,-5,-1
Cc1nn(CC#N)c(=O)n1N(C)c1ncc(C(F)(F)F)cc1Cl,15,4,-2,1,-1,5,0,5,0,2
Nc1ccccc1-n1cccc1,4,-2,-13,-261,4,2,-179,-218,-106,-9
CCCCCOC(=O)C1=C(C)Nc2nnnn2C1c1ccc(OC)c(OC)c1OC (stereo not drawn),10,-4,-15,7,-9,-9,1,2,3,2
CCN1CC(CN(C)Cc2nc(-c3ccc(C(F)(F)F)cc3)no2)CC1=O (stereo not drawn),9,6,0,-8,4,5,0,-6,-6,-2
Cc1ccccc1C(=O)Nc1ccnn1C1CCN(Cc2ccncc2)CC1,-1,-5,-11,-5,-8,-4,1,-4,-4,0
COc1cccc(CN2CCN(CC#Cc3ccccc3)CC2CCO)c1 (stereo not drawn),5,-3,12,-8,2,5,-2,-4,-6,-2
CCOC(=O)NN=C1c2ccccc2-c2ccccc21,-4,-9,-6,-4,1,-9,-19,-27,-5,0
O=C(Nc1ccc(NS(=O)(=O)c2ccccc2)cc1)c1cccnc1,4,2,-2,-10,-3,-13,0,3,1,-4
O=C(CN1CCN(c2ccccn2)CC1)N1CC(O)CO1 (stereo not drawn),-23,5,10,-8,3,-1,1,5,0,6
CC(C)OC(=O)CC(=O)CSc1nc2c(cc1C#N)CCC2,4,1,10,-53,2,17,-84,-110,-19,-2
O=C(/C=C/c1cccs1)NNC(=O)c1ccccc1,-6,0,5,0,7,-19,3,-7,-4,-3
O=C(c1cn(Cc2ccccc2)nc1-c1cccnc1)N1CCN(Cc2c(F)cccc2Cl)CC1,9,6,2,-15,2,-20,-1,-10,-3,7
COC(=O)N/N=C/c1ccc(OC(=O)c2ccco2)c(OC)c1,-4,5,-9,6,3,-2,2,1,-3,1
C/C(=N\N1C(=O)c2ccccc2C1=O)c1cccc([N+](=O)[O-])c1,2,1,1,2,-7,-5,0,-8,0,5
Fc1ccc(N/N=C/C=C/c2ccccc2)c(F)c1,11,6,15,-48,2,2,-98,-113,-15,-10
CS(=O)(=O)N(CC(=O)N1CCN(Cc2ccccc2)CC1)Cc1ccccc1,1,-1,-8,-1,0,0,3,-2,-2,-8
COC(=O)c1ccc(OC(=O)c2cnccn2)cc1,6,5,-7,7,3,5,1,-4,-1,-5
COc1ccc(NC(=O)N(C)C[C@H]2Oc3ccc(NS(=O)(=O)c4cccs4)cc3C(=O)N([C@@H](C)CO)C[C@@H]2C)cc1,-14,7,8,-7,-1,-2,1,-3,-6,3
Cc1ccc(OCC(=O)N/N=C/c2ccccc2)c([N+](=O)[O-])c1,2,-1,0,5,3,14,1,0,-1,0
O=C(Nc1ccc(F)cc1)OCc1cn(Cc2ccc(C(F)(F)F)cc2)nn1,.,0,-4,8,2,.,0,-2,5,2
Cc1ccc(S(=O)(=O)Nc2cc(C(C(=O)OC(C)C)C(=O)C(F)(F)F)c(O)c3ccccc23)c(C)c1 (stereo not drawn),2,-1,10,0,-11,10,-15,-19,3,-1
Cc1ccc(S(=O)(=O)N(c2cccc(C)c2)C2CCS(=O)(=O)C2)cc1 (stereo not drawn),-1,-1,-4,6,-4,-9,2,3,1,2
CCC/C=N/NC(=O)c1ccc(F)cc1,-4,1,4,-9,-6,-4,-10,-7,0,2

# Quoted from the listing (13 entries):
SMILES,ARFGAP1 inh,SIAE primary,TDP2 absorb,ADAM10 inh,DDE Tn7 FP inh,ASAP1 inh,PLCg1 inh,PLC-beta3 inh,ADAM17 inh,DDE Tn6 FP inh
O=C(Nc1ccc(NS(=O)(=O)c2ccccc2)cc1)c1cccnc1,4,2,-2,-10,-3,-13,0,3,1,-4
O=C(CN1CCN(c2ccccn2)CC1)N1CC(O)CO1 (stereo not drawn),-23,5,10,-8,3,-1,1,5,0,6
CC(C)OC(=O)CC(=O)CSc1nc2c(cc1C#N)CCC2,4,1,10,-53,2,17,-84,-110,-19,-2
O=C(/C=C/c1cccs1)NNC(=O)c1ccccc1,-6,0,5,0,7,-19,3,-7,-4,-3
O=C(c1cn(Cc2ccccc2)nc1-c1cccnc1)N1CCN(Cc2c(F)cccc2Cl)CC1,9,6,2,-15,2,-20,-1,-10,-3,7
COC(=O)N/N=C/c1ccc(OC(=O)c2ccco2)c(OC)c1,-4,5,-9,6,3,-2,2,1,-3,1
C/C(=N\N1C(=O)c2ccccc2C1=O)c1cccc([N+](=O)[O-])c1,2,1,1,2,-7,-5,0,-8,0,5
Fc1ccc(N/N=C/C=C/c2ccccc2)c(F)c1,11,6,15,-48,2,2,-98,-113,-15,-10
CS(=O)(=O)N(CC(=O)N1CCN(Cc2ccccc2)CC1)Cc1ccccc1,1,-1,-8,-1,0,0,3,-2,-2,-8
COC(=O)c1ccc(OC(=O)c2cnccn2)cc1,6,5,-7,7,3,5,1,-4,-1,-5
COc1ccc(NC(=O)N(C)C[C@H]2Oc3ccc(NS(=O)(=O)c4cccs4)cc3C(=O)N([C@@H](C)CO)C[C@@H]2C)cc1,-14,7,8,-7,-1,-2,1,-3,-6,3
Cc1ccc(OCC(=O)N/N=C/c2ccccc2)c([N+](=O)[O-])c1,2,-1,0,5,3,14,1,0,-1,0
O=C(Nc1ccc(F)cc1)OCc1cn(Cc2ccc(C(F)(F)F)cc2)nn1,.,0,-4,8,2,.,0,-2,5,2

# Continuation.
SMILES,ARFGAP1 inh,SIAE primary,TDP2 absorb,ADAM10 inh,DDE Tn7 FP inh,ASAP1 inh,PLCg1 inh,PLC-beta3 inh,ADAM17 inh,DDE Tn6 FP inh
O=c1c2oc3ccccc3c2ncn1Cc1ccccc1F,0,0,13,1,0,-7,-1,0,-6,-8
Cc1ccc(S(=O)(=O)N2CCCN(S(=O)(=O)c3ccc4ccccc4c3)CC2)cc1,-1,-3,5,2,-6,3,1,-4,-2,0
COC(=O)/C(=C\Nc1ccc(Cl)cc1Cl)NC(=O)c1ccc(OC)cc1,-7,-6,3,6,-10,-4,-1,-6,1,7
CCOC(=O)CNC(=S)N(Cc1ccccc1F)C1CCCCC1,7,-1,3,2,-2,0,1,2,3,3

# High-throughput results (PubChem BioAssay)
